SIRT5 block: sirtuin-5 (human) deacylase inhibition | Q9NXA8 | Purified SirT5, succinyl-peptide AMC, trypsin-coupled fluorescence | inhibition, % at 15 µM | 1.1% of 330,000 active | AID 652115; in the data active means inhibition above about 15%; inconclusive means no clear call, values can overlap the other calls
Target sequence (Q9NXA8 whole entry, looked up): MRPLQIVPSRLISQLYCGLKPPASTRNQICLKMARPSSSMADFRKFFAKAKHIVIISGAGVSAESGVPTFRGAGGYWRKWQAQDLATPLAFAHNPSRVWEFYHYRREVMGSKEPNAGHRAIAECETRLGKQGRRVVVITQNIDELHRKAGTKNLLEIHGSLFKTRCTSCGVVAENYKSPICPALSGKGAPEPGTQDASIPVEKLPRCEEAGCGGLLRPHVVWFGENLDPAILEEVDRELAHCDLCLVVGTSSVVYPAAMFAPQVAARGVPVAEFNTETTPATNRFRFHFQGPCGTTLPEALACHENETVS
EWS-Fli block: inhibitors of EWS/Fli oncoprotein transcriptional activity | inhibition, % at 12.6 µM | AID 651661 | A673 NR0B1-luciferase reporter, viability-normalised | 0.67% of 350,000 active;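 active means mean inhibition of at least 50% after viability correction, with every replicate also passing that limit; inconclusive means mean reaches 50% but only one of two replicates passes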;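 further: firefly luciferase signal divided by Alamar Blue viability fluorescence both relative to DMSO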
PAX8 inh HTS: inhibitors of PAX8 transcriptional activity in RMG-I cells; AID 652154; inhibition, % at 12.6 µM; RMG-I TPO-luciferase reporter, SteadyGlo, 24 h; 1.2% of 360,000 active;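 active means mean replicate inhibition at least 60% with every replicate also reaching 60%; inconclusive means only one of the two criteria is met; inactive means mean below 60% and not all replicates reaching 60%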;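 further: luciferase light reporting Pax8 driven TPO promoter activity; plate controls were median of neutral control wells for no effect and mitoxantrone controls for full effect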
ARNT TACC3 PPI: disrupts binding between human ARNT and TACC3. inhibition, % at 9.99 µM. 0.66% of 390,000 active. AlphaScreen His-ARNT PAS-B/GST-TACC3 binding, luminescence; TACC3 fragment carries E629A point mutation. Q9Y6A5. AID 623870;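 active means mean inhibition of replicates at least 50% and at least half of replicates each reaching 50%; inconclusive means half or more replicates reach 50% but mean below 50%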;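 further: 0% = complete ARNT plus TACC3 wells and 100% = ARNT alone without TACC3; many hits fall short of the cut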
CASP6 VEID inh: inhibitors of human caspase-6 | 0.53% of 350,000 active | inhibition, % at 12.5 µM | AID 686996 | purified caspase-6, Z-VEID-R110 cleavage fluorescence | P55212;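 active means mean inhibition across replicates at least about 35%, with every replicate also reaching that limit, limit read from the data; inconclusive means only one of the two criteria met; inactive means neither criterion met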;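 further: 0% = median of neutral control wells and 100% = no fluorescence left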
Target sequence (P55212 24-179 limits assumed): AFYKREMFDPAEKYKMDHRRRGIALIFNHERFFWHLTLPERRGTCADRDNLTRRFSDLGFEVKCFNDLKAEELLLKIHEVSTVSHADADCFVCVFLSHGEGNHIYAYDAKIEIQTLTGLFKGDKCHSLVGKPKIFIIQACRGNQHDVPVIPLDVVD
Target sequence (P55212 194-293 limits assumed): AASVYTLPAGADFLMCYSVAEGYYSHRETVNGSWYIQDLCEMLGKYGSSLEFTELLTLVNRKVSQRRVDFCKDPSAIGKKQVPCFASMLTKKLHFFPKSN
DENV2 CPE rescue: inhibitors of DENV2 cytopathic effect. 1.7% of 350,000 active. DENV2-infected cells, cytopathic effect rescue, plate reader. CPE inhibition, % at 9.99 µM; in the data active means CPE inhibition above about 20%, passing the limit was not always enough; inconclusive means no clear call, values can overlap the other calls; tested in BHK-21 cells;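 further: 0% = median of neutral control wells and 100% = median of positive control wells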
LGR2 antag: blocks bursicon-induced cAMP signaling via Drosophila LGR2 | HEK293 LGR2, CRE-luciferase, bursicon-stimulated, 4 h | 0.35% of 380,000 active | inhibition, % at 9.99 µM;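 active means drop in luminescence signal, shown as inhibition above about 50% in the replicate tests, limit read from the data, passing the limit was not always enough; inconclusive means probably only some replicates passing the limit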;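 further: agonist challenge used bursicon conditioned medium at about half maximal strength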
An asterisk follows results filed as active; ? = inconclusive; · = no result given; & = joins results of further samples.

SMILES	SIRT5 block	EWS-Fli block	PAX8 inh HTS	ARNT TACC3 PPI	CASP6 VEID inh	DENV2 CPE rescue	LGR2 antag
Cc1ccc(NC(=O)c2ccc3snnc3c2)cc1	·	-97	-115	0	-2	5	-46
CCCN(C)C[C@@H]1OCCCC[C@H](C)Oc2ccc(NS(C)(=O)=O)cc2C(=O)N([C@@H](C)CO)C[C@H]1C	-6	2	-13	-12	-2	8	0
COc1ccccc1C(=O)NC(=O)COC(=O)c1oc2ccccc2c1C	-10	-3	-7	-2	4	2	7
CCOc1ccc(Cl)cc1C1=CC(=O)C[C@H](c2ccc(OC)cc2)C1	·	60*	22	-3	-3	·	13
C=CCC12C=C(OC)C(=O)OC(OC)(C1O)[C@H](c1ccc3c(c1)OCO3)[C@H]2C (some centres not stated)	-3	6	·	10	4	-4	-1
Cc1cc(C(=O)OCC(=O)N(C)c2ccccc2)c(C)o1	-2	-2	-20	·	1	-6	9
COc1ccc(OC)c(NC(=O)CCNS(=O)(=O)c2ccc3c(c2)oc(=O)n3C)c1	2	6	37	0	2	·	-9
CC(C)C(NC(=O)c1ccccc1)C(=O)NCCc1ccccc1 (configuration not stated)	·	-11	10	-1	1	·	-7
O=C(CN1CCOCC1)N1CCCCN2[C@H](CO)[C@H](c3ccc(/C=C/c4ccccc4)cc3)[C@@H]2C1	1	-20	-5	-2	-2	?	-1
COCCNC(=O)C[C@H]1CC[C@H]2[C@@H](COC[C@@H](O)CN2C(=O)c2cc(Cl)cc(Cl)c2)O1	·	-1	11	3	·	-1	9

Laid out differently: entries from further up.
Cc1ccc(NC(=O)c2ccc3snnc3c2)cc1
  SIRT5 block: ·	EWS-Fli block: -97	PAX8 inh HTS: -115	ARNT TACC3 PPI: 0	CASP6 VEID inh: -2	DENV2 CPE rescue: 5	LGR2 antag: -46
CCCN(C)C[C@@H]1OCCCC[C@H](C)Oc2ccc(NS(C)(=O)=O)cc2C(=O)N([C@@H](C)CO)C[C@H]1C
  SIRT5 block: -6	EWS-Fli block: 2	PAX8 inh HTS: -13	ARNT TACC3 PPI: -12	CASP6 VEID inh: -2	DENV2 CPE rescue: 8	LGR2 antag: 0
COc1ccccc1C(=O)NC(=O)COC(=O)c1oc2ccccc2c1C
  SIRT5 block: -10	EWS-Fli block: -3	PAX8 inh HTS: -7	ARNT TACC3 PPI: -2	CASP6 VEID inh: 4	DENV2 CPE rescue: 2	LGR2 antag: 7

More results:
SMILES	SIRT5 block	EWS-Fli block	PAX8 inh HTS	ARNT TACC3 PPI	CASP6 VEID inh	DENV2 CPE rescue	LGR2 antag
COc1ccc(S(=O)(=O)Nc2cccc3c2O[C@H](CN(C)Cc2ccc(C(=O)O)cc2)[C@@H](C)CN([C@H](C)CO)C3=O)cc1	2	10&-3	-8	3&7	0&7	4&15	11&-3
COc1cc(CNC[C@H]2O[C@@H](n3ccc(N)nc3=O)[C@H](O)[C@@H]2O)ccc1OCc1cccc(Cl)c1	-6	2	-25	·	-8	6	11
O=C(Nc1ccc2oc(-c3ccncc3)nc2c1)c1ccc([N+](=O)[O-])o1	-1	62*	32	-2	-7	-3	-5
CCOc1ccc2[nH]cc(S(=O)(=O)c3ccc(Cl)cc3)c(=O)c2c1	·	-5	-5	0	1	-2	-9
O=C(COC(=O)c1cc(Cl)ccc1Cl)Nc1ccc2[nH]c(=O)[nH]c2c1	-4	2	4	-11	0	2	2
COc1ccc(NC(=O)Nc2cccc3[nH]c([C@@H]4O[C@H](CO)[C@@H](O)[C@H](O)[C@H]4O)nc23)cc1OC1CCCC1	·	11	-6	·	0	-4	5
CCc1nc2ccc(C(=O)NCCCn3ccnc3)cn2c1N(C)Cc1ccc(N(C)C)cc1	-1	-2	-3	·	-12	-4	-14
C[C@H](CO)N1C[C@H](C)[C@@H](CN(C)S(=O)(=O)c2cccc(F)c2)Oc2ncc(-c3cccc(C(=O)N(C)C)c3)cc2C1=O	2	-8	·	-13	-1	-10	-8
COc1ccc(CC(=O)OCC(=O)Nc2ccc(Br)cc2)cc1	-1	-6	-10	·	-2	-3	6
CC(C)Cc1cc(C(=O)N2CCN(C(c3ccccc3)c3ccccc3)CC2)no1	-1	0	0	1	1	4	3
Cc1ccc(O)c(CNc2cnc3ccccc3c2)c1	-4	-27	-15	10	-4	3	-44
Cc1cc(C)c(OCC(=O)OCC(=O)NC2CCC(C)CC2)c(C)c1 (configuration not stated)	-6	0	3	-2	-3	3	1
CN(CCCN1CCOCC1)C(=O)c1ccc2nc(Cc3cccc(Cl)c3)oc2c1	-1	3	16	-4	-3	1	-2
O=c1c(-c2ccc(O)cc2O)coc2cc(O)cc(O)c12	·	-10	·	2	8	?	-1
Cc1ccccc1-c1nc(SCc2cccnc2)c2c(=O)n(C)c(=O)n(C)c2n1	-1	1	8	-1	-4	1	-36
COc1ccc(CCNS(=O)(=O)CCNC(=O)c2ccc3c(c2)OCO3)cc1	-7	-4	7	-3	2	3	7
CC(C)CC(=O)N1CCN(c2ccc([N+](=O)[O-])cc2Cl)CC1	-1	-5	7	-1	0	5	5
CN1C(=O)c2cc(NC(=O)NCc3ccccc3)ccc2OC[C@H]2O[C@H](CC(=O)O)CC[C@H]21	5	0	3	-14	-1	17	19
NC(=O)COC(=O)c1ccc2c(c1)S(=O)(=O)c1ccccc1C2=O	0	-2	8	3	-3	2	-4
CC(C)CC(=O)Nc1cccc(C(C)O)c1 (configuration not stated)	-3	14	11	·	7	-4	-12
CC1CCCCN1CCCNC(=O)CN1C(=O)c2cccnc2Oc2ccc(Cl)cc21 (configuration not stated)	-5	·	-4	-3	-18	3	0
COc1cccc(S(=O)(=O)Nc2ccc3c(c2)OC[C@@H](C)N(Cc2ccccc2F)C[C@H](C)[C@H](OC)CN(C)C3=O)c1	15	7	19	13	·	-4	10
O=C(CNC(=O)c1ccc(Br)o1)Nc1ccc(F)c(S(=O)(=O)N2CCOCC2)c1	-1	12	22	5	5	-3	-44
CCCC(=O)Nc1ccc(-c2cnc(-c3ccc(NC(=O)CCC)cc3)nc2)cc1	1	4	34	-4	-2	·	-3
COc1ccc2c3c([nH]c2c1)[C@H](CO)N(Cc1ccc(F)cc1)CC31CCN(C(C)=O)CC1	·	18	·	·	·	1	0
CCN(CC(=O)Nc1ccccc1C(F)(F)F)C(=O)CN1C(=O)NC2(CCCCC2)C1=O	0	6	2	-2	-2	?	10
CCCCCN1CC(=O)N2Cc3[nH]c4ccccc4c3C[C@H]2C1=O	-2	-5	5	3	0	0	-5
Cc1ccc(S(=O)(=O)N2CCCCC2c2cccnc2)c(C)c1C (configuration not stated)	-6	5	15	-3	0	3	13
C[C@@H]1CN([C@@H](C)CO)C(=O)CCCn2cc(nn2)CO[C@@H]1CN(C)C(=O)CCCN(C)C	3	-12	1	1	-16	-8	-13
C[C@@H]1CN([C@@H](C)CO)C(=O)c2cc(NC(=O)C3CC3)ccc2O[C@@H]1CN(C)C(=O)Nc1ccc2c(c1)OCO2	2	2	2	-2	1	-7	1
CC1CC(C)CN(CCCNC(=O)C2CCC(=O)N2C2CCCC2)C1 (configuration not stated)	3	0	·	7	-7	-3	4
COc1ccc(/C=C2\Sc3ccc(C(=O)NCC4CCCO4)cc3N(C)C2=O)cc1 (configuration not stated)	0	-11	3	-7	1	-2	-4
CCC(=O)Nc1ccc2c(c1)C(=O)N(C)[C@H]1CC[C@H](CC(=O)NC3CCCC3)O[C@@H]1CO2	-4	-1	1	1	3	0	-19
C[C@H]1CN([C@@H](C)CO)C(=O)c2cc(C#Cc3ccccc3F)cnc2O[C@H]1CN(C)C(=O)c1ccc2c(c1)OCO2	2	4	·	-2	4	?	20
CC(CNC(=O)COC(=O)c1cccs1)c1ccccc1 (configuration not stated)	-9	-2	-9	-3	-2	-1	-19
COc1ccc(-c2ccc(C(=O)NCc3cccs3)c3occc23)c(C)c1	-4	-27	-35	·	0	-7	-32
CCCN(C)C[C@@H]1Oc2cc(/C=C/c3ccccc3)ccc2S(=O)(=O)N([C@@H](C)CO)C[C@@H]1C	6	22	·	14	0	19	7
C[C@H](CO)N1C[C@H](C)[C@H](CN(C)C(=O)c2cnccn2)Oc2ncc(C#CCC3CCCC3)cc2C1=O	0	-5	·	5	3	1	2
CN1C(=O)c2cc(NC(=O)Cc3cccs3)ccc2OC[C@@H]2O[C@@H](CC(=O)NCC3CCCCC3)CC[C@@H]21	9	9	-7	2	0	-6	7
Cc1ccc(S(=O)(=O)N2CCCCC2)cc1NC(=O)COC(=O)c1cccc(O)c1	1	6	-16	·	2	-5	7
C=CCN1C=CC(=CC=C(C#N)C#N)C=C1	10	-17	-36	5	-4	-4	-8
COCCn1c(C)cc(C(=O)CSc2nnc(C3CC3)n2C2CC2)c1C	-2	-9	4	-12	-2	-5	14
COC(=O)[C@]12C[C@H](CC(=O)NCc3ccccc3)C(=O)N(CCC3=CCCCC3)C1=C[C@H](C(C)(C)C)O[C@@H]2C	·	0	11	·	-3	10	6
O=C(O)c1ccc(NCc2cccnc2)c([N+](=O)[O-])c1	1	-4	1	5	-3	7	0
Cn1c(SCC(=O)Nc2ncc(C(F)(F)F)cc2Cl)nnc1-c1ccc(Cl)cc1	0	0	13	0	-1	18	-2
Cc1onc(-c2ccccc2Cl)c1C(=O)NC(=S)Nc1ccc(C(C)(C)C)cc1	-3	14	5	-3	-2	19	-11
COc1ccc2oc(=N)c(C(=O)Nc3ccc(Cl)cc3)cc2c1	-3	-23	-12	-11	2	-3	-5
CCOc1cc(C2NC(=S)NC(C)=C2C(=O)Nc2ccc(OC)cc2)ccc1O (configuration not stated)	·	·	-4	-5	·	·	5
COc1cc(C(=O)Nc2ccc(N3CCOCC3)cc2)ccc1OCc1c(C)noc1C	·	·	-6	-4	·	·	-14
COc1cccc(C(=O)Nc2cccc(C(=O)NCC(C)C)c2)c1	·	·	-2	5	·	·	-2

More entries.
SMILES	SIRT5 block	EWS-Fli block	PAX8 inh HTS	ARNT TACC3 PPI	CASP6 VEID inh	DENV2 CPE rescue	LGR2 antag
CCN(CC)C(=O)c1ccc2c(=O)n(Cc3ccc4c(c3)OCO4)c(=S)[nH]c2c1	-3	2	-31	5	3	-2	2
O=c1[nH]cncc1OCc1ccccc1	2	1	13	-9	-2	9	10
O=C(COC(=O)C(CO)NS(=O)(=O)c1ccc(Br)cc1)Nc1ccc2c(c1)OCCO2 (configuration not stated)	1	-3	-18	·	-4	-13	-10
NC(=O)CSc1nnc(-c2ccc3c(c2)OCO3)o1	·	-49	-53	-4	-1	-2	-4
C[C@H]1CCCCO[C@H](CN(C)Cc2ccccc2)[C@@H](C)CN([C@@H](C)CO)C(=O)c2cc(NC(=O)Nc3ccc4c(c3)OCO4)ccc2O1	2	?	-1	19	2	8	6
CC(C)NC(=O)N(C)C[C@@H]1Oc2cc(C#Cc3ccccn3)ccc2S(=O)(=O)N([C@H](C)CO)C[C@@H]1C	3	-8	·	4	1	-5	-9
CCc1nc2ccc(C(=O)Nc3ccc(OC)c(OC)c3)cn2c1N(CC)Cc1ccc(OC)c(OC)c1	-1	-11	-18	·	-2	-12	-39
COc1cccc(N/N=C(\C#N)S(=O)(=O)C(C)(C)C)c1	18*	8	-22	1	-1	-1	-25
CC(=O)N1c2ccccc2NC2=C(C(=O)CC(C)(C)C2)C1c1cccn1C (configuration not stated)	3	4	40	-4	0	·	7
CC(=O)Nc1ccc2c(c1)C(=O)N(C)[C@@H]1CC[C@H](CC(=O)N3CCc4ccccc4C3)O[C@H]1CO2	·	3	-2	9	·	2	-1
Nc1o[nH]c(=O)c1Cc1ccccc1	-4	-7	-29	-16	-3	0	-3
O=C(Nc1ccc(F)cc1)N[C@H]1CC[C@@H](CCn2cc(-c3ccccc3F)nn2)O[C@@H]1CO	1	8	·	10	0	-4	3
CCN(c1ccccc1)S(=O)(=O)c1ccc(Cl)c(C(=O)OCC(=O)NC(=O)C(C)C)c1	0	10	2	2	1	-13	·
C[C@H]1CN([C@@H](C)CO)C(=O)c2c(c3ccccc3n2C)-c2ccccc2CO[C@H]1CN(C)Cc1cccc(C(=O)O)c1	-1	-1	-19	-2	-1	19	14
CC1=NN(C(=O)c2ccccc2Br)C(O)(c2ccc(Cl)cc2)C1 (configuration not stated)	1	5	21	0	0	-10	5
CCc1ccc(Nc2n[n+](-c3ccccc3)c(-c3cc(OC)c(OC)cc3Br)s2)cc1	-6	22	11	1	1	2	1
